MEKK2mut PB1 HTS – signal of MEK5 binding to mutant human MEKK2 PB1 domain; AID 1530; bead flow cytometry, Alexa488-MEK5 binding to MEKK2 mutant; percent response, % at 10 µM; 290,000 compounds, 0.35% hits; in the data active means percent response above about 24%, passing the limit was not always enough; further: inactives centre near 1; some results filed as inactive read as strong as hits
NS3 helicase inh – inhibitors of Hepatitis C virus NS3 helicase; 290,000 compounds, 0.56% hits; NS3 helicase DNA unwinding, Cy5 molecular beacon fluorescence; AID 1800; inhibition, % at 10.9 µM;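 active means inhibition above the mean of all tested compounds plus 3 SD, set per campaign, cut at about 35% in these data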;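 further: 0% = DMSO wells and 100% = thioflavine S control wells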
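Assay system: hepatitis C virus NS3 helicase domain fragment enzyme. Also added: annealed dual-labelled DNA beacon duplex, ATP-started. Timing: 1 h reaction at 25 °C, ATP-initiated. Technique: Cy5 fluorescence at 0 and 60 min, beacon hairpin quenching. Evaluation: % inhibition of unwinding. Replication: one well per compound.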
FID counter – counter-screen for HCV NS3 helicase inhibitors: DNA intercalator displacement | DNA fluorescent intercalator displacement, fluorescence | inhibition, % at 7.9 µM | 290,000 compounds, 0.17% hits | AID 1845; in the data active means inhibition above about 37%;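 further: 0% = vehicle and 100% = reference compound; higher means more ethidium bromide displaced from hairpin DNA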
MEKK2wt PB1 HTS – raises or lowers MEK5 binding to wildtype human MEKK2 PB1 domain; Q9Y2U5; bead flow cytometry, Alexa488-MEK5 binding to MEKK2 WT; actives lie on both sides; binding response (% of control), % at 10 µM; 290,000 compounds, 1.1% hits; AID 1531; in the data active means binding response below about 67% or above about 130%
VIM-2 inh – inhibitors of Pseudomonas aeruginosa VIM-2 metallo-beta-lactamase; purified VIM-2, nitrocefin hydrolysis, epi-absorbance fluorescence; inhibition, % at 5.6 µM; 290,000 compounds, 0.89% hits;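 active means inhibition above the mean of all tested compounds plus 3 SD, cutoff set per screening run, cut at about 7.5% in these data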;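 further: red hydrolysis product quenches plate fluorescence so inhibitors raise well fluorescence; 0% = enzyme with DMSO and 100% = DMSO without enzyme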
UBC9 SUMO inh – blocks human SUMOylation mediated by UBC9. HTRF SUMOylation assay, SAE1/SAE2 + UBC9, in vitro. P63279. inhibition, % at 35 µM. 290,000 compounds, 0.36% hits; in the data active means inhibition above about 50%, passing the limit was not always enough; further: strong numbers were not always called active
Target sequence (P63279 whole entry, looked up): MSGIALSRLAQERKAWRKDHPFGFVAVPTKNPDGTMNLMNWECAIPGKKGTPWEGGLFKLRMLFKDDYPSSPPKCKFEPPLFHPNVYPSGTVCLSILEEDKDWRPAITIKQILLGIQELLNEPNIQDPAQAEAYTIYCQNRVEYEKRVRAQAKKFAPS
M18AAP inhibitor – PfM18AAP enzyme inhibition; 290,000 compounds, 1.2% hits; inhibition, % at 7.35 µM; recombinant PfM18AAP, H-Glu-NHMec fluorogenic cleavage; AID 1822;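 active means inhibition above the campaign mean inhibition over all tested compounds plus 3 SD, cut at about 28% in these data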;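 further: 0% = plate median of test compound wells and 100% = 2 mM ZnCl2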
NALP1 yeast inh – NALP1 inhibition. S. cerevisiae NALP1/ASC/caspase-1 growth, X-gal OD620, 72 h. inhibition, % at 10 µM. 280,000 compounds, 0.61% hits. AID 2071; in the data active means inhibition mostly above about 24%, no sharp cut-off; inactive means mostly below about 32%; further: some compounds called inactive have numbers as strong as hits
IMP-1 inhibitor – blocks Pseudomonas aeruginosa IMP-1 metallo-beta-lactamase; purified IMP-1, nitrocefin hydrolysis, epi-absorbance fluorescence; 290,000 compounds, 0.45% hits; inhibition, % at 5.6 µM;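 active means inhibition above the mean plus 3 SD of all compounds in the same screening run, cut at about 4.5% in these data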;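 further: 0% = IMP-1 with DMSO and 100% = DMSO wells lacking enzyme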
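Test system: recombinant IMP-1 enzyme, purified / Medium: HEPES buffer pH 7.1 with ZnSO4 and Brij 35 / Doses: single dose, 5.6 µM / Times: 25 °C, 15 min preincubation, 25 min reaction / Detection: Epi-absorbance via hydrolysed-nitrocefin quenching of white-plate fluorescence, 480/530 nm, EDTA stop / Evaluation: percent inhibition from optical density relative to buffer-blank wells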
Active calls of the source: *.

SMILES	MEKK2mut PB1 HTS	NS3 helicase inh	FID counter	MEKK2wt PB1 HTS	VIM-2 inh	UBC9 SUMO inh	M18AAP inhibitor	NALP1 yeast inh	IMP-1 inhibitor
CCN(C(=O)Cn1c([N+](=O)[O-])cnc1C)c1ccccc1	3.0	3.5	-2.8	108.0	-0.2	8.8	5.0	0.8	-0.8
CC(=O)c1ccc(NC(=O)CN(c2c(C)cccc2C)S(C)(=O)=O)cc1	5.0	-3.4	-19.8	109.0	-0.7	15.1	-6.2	3.3	-1.6
Cc1ccc(S(=O)(=O)/N=C2/NC(=O)/C(=C/c3ccc(Br)o3)S2)cc1	-1.0	25.7	-10.6	99.0	-2.8	12.6	-3.3	31.1	-2.9
Cc1ccc(C(=O)Nc2c(C#N)c(C)c(C)n2Cc2ccccc2)cc1	12.0	2.2	-15.7	113.0	-2.8	15.0	-14.5	1.9	-3.2
C=CCn1c(C)cc(C(=O)COc2ccc(C)nc2[N+](=O)[O-])c1C	-1.0	3.4	-4.2	100.0	-3.8	14.5	5.7	4.5	-3.3
O=C(CSc1nccn1Cc1ccco1)Nc1ccccc1F	4.0	3.9	-14.2	102.0	-0.6	0.0	4.2	2.6	1.8
Cc1cc(N/N=C/c2ccncc2)nc2ccccc12	7.0	7.8	-1.0	108.0	-0.5	-1.5	1.7	7.4	-2.9
Cc1ccc(Cn2c(N3CCNCC3)nc3c2c(=O)[nH]c(=O)n3C)cc1	11.0	-8.7	-3.8	108.0	-1.1	-2.7	1.7	-4.0	27.1*
Cc1nc(SCc2cccc(C(=O)O)c2)nc2c1CCCC2	-5.0	5.9	-14.9	96.0	0.7	17.5	2.0	9.1	0.2
C=CCNC(=S)NNC(=O)c1cccc2ccccc12	-3.0	5.9	4.4	95.0	0.3	-17.8	26.1	13.1	-0.2
O=C(O)CCCC(=O)NNc1ncnc2ccccc12	-3.0	-2.2	-7.7	97.0	0.4	-14.8	-0.7	11.4	-2.3
COc1cc(CCC(=O)OCC(=O)Nc2ccccc2C#N)cc(OC)c1OC	-1.0	1.5	-15.0	107.0	-2.7	6.4	-8.0	-3.3	-3.6
COC(=O)c1cc(S(=O)(=O)Nc2cc(S(=O)(=O)N(C)C)ccc2C)oc1C	-5.0	-5.5	-11.5	104.0	-1.2	26.5	3.5	6.4	0.5
Cc1ccc(-n2c(SCC(=O)NCCC3=CCCCC3)nc3n[nH]c(C)c3c2=N)cc1Cl	0.0	-12.4	-27.4	100.0	-3.3	14.8	7.7	39.4*	-1.9
CCOC(=O)c1c(NC(=S)Nc2ccc(OCC)cc2)sc2c1CCN(C)C2	16.0	-35.7	8.5	124.0	-0.6	4.7	24.5	0.7	-2.0
O=C(NC1CCCCC1)N1CCC(c2nc3ccccc3[nH]2)CC1	1.0	5.0	-6.2	101.0	-3.7	3.4	-3.1	11.6	-1.3
CC1(C)Cc2c(sc3ncnc(NNC(=S)NCc4ccccc4)c23)CO1	0.0	-9.1	-19.5	108.0	-2.6	-7.0	21.3	11.9	-5.3
Cc1ccc(C(=O)Cn2nc(C(=O)O)c3ccccc3c2=O)cc1C	0.0	-3.4	-0.3	104.0	-0.9	15.4	-0.3	8.6	-3.3
O=C(NN(C(=O)c1ccccc1)c1ccccc1)c1ccccc1	-4.0	-3.4	-2.9	94.0	-2.5	3.7	-2.3	8.3	-1.9
Cc1cccnc1NC(=O)Cn1c(=O)oc2ccccc21	12.0	0.3	-1.6	106.0	-3.8	7.4	-4.2	18.6	-3.2

Some of these compounds in order of SMILES length, rising.
SMILES	MEKK2mut PB1 HTS	NS3 helicase inh	FID counter	MEKK2wt PB1 HTS	VIM-2 inh	UBC9 SUMO inh	M18AAP inhibitor	NALP1 yeast inh	IMP-1 inhibitor
O=C(O)CCCC(=O)NNc1ncnc2ccccc12	-3.0	-2.2	-7.7	97.0	0.4	-14.8	-0.7	11.4	-2.3
C=CCNC(=S)NNC(=O)c1cccc2ccccc12	-3.0	5.9	4.4	95.0	0.3	-17.8	26.1	13.1	-0.2
Cc1nc(SCc2cccc(C(=O)O)c2)nc2c1CCCC2	-5.0	5.9	-14.9	96.0	0.7	17.5	2.0	9.1	0.2
O=C(NN(C(=O)c1ccccc1)c1ccccc1)c1ccccc1	-4.0	-3.4	-2.9	94.0	-2.5	3.7	-2.3	8.3	-1.9
Cc1ccc(C(=O)Cn2nc(C(=O)O)c3ccccc3c2=O)cc1C	0.0	-3.4	-0.3	104.0	-0.9	15.4	-0.3	8.6	-3.3
CC1(C)Cc2c(sc3ncnc(NNC(=S)NCc4ccccc4)c23)CO1	0.0	-9.1	-19.5	108.0	-2.6	-7.0	21.3	11.9	-5.3
CCOC(=O)c1c(NC(=S)Nc2ccc(OCC)cc2)sc2c1CCN(C)C2	16.0	-35.7	8.5	124.0	-0.6	4.7	24.5	0.7	-2.0
Cc1ccc(Cn2c(N3CCNCC3)nc3c2c(=O)[nH]c(=O)n3C)cc1	11.0	-8.7	-3.8	108.0	-1.1	-2.7	1.7	-4.0	27.1*
COC(=O)c1cc(S(=O)(=O)Nc2cc(S(=O)(=O)N(C)C)ccc2C)oc1C	-5.0	-5.5	-11.5	104.0	-1.2	26.5	3.5	6.4	0.5
Cc1ccc(-n2c(SCC(=O)NCCC3=CCCCC3)nc3n[nH]c(C)c3c2=N)cc1Cl	0.0	-12.4	-27.4	100.0	-3.3	14.8	7.7	39.4*	-1.9

Other records.
SMILES	MEKK2mut PB1 HTS	NS3 helicase inh	FID counter	MEKK2wt PB1 HTS	VIM-2 inh	UBC9 SUMO inh	M18AAP inhibitor	NALP1 yeast inh	IMP-1 inhibitor
CC(C)[C@H](NC(=O)NCc1ccco1)C(=O)O	1.0	10.8	8.9	102.0	-1.5	1.4	5.5	16.2	-0.8
O=C1C2C3C=CC(C3)C2C(=O)N1c1ccc(-c2nc3ccccc3c(=O)o2)cc1 (stereo not drawn)	-5.0	16.2	-33.1	86.0	-3.2	-1.0	4.1	-7.6	-1.5
O=C(CN1CCOCC1)Nc1ccc(S(=O)(=O)N2CCCCCC2)cc1	4.0	4.9	-8.1	103.0	1.1	7.0	-6.4	11.6	0.4
Cc1ccccc1-c1nnc(SCC(=O)N(CC(C)C)c2c(N)n(CC(C)C)c(=O)[nH]c2=O)n1C	4.0	2.7	-36.8	102.0	-3.5	10.0	-1.4	-8.2	-3.5
CC(=O)Nc1ccc(-c2ccc3nnc(C)n3n2)cc1	-1.0	4.7	3.2	99.0	6.5	-8.5	-8.4	4.1	-1.6
C#CCOCCOCCOCCNc1nc(N2CCOCC2)nc(N2CCN(C(=O)[C@H](CCCCN)n3cc([C@@H](N)CO)nn3)CC2)n1	3.0	-0.7	29.2	105.0	-1.6	15.2	0.5	0.5	-1.7
CC(=O)Nc1ccc(C(=O)CN2CCN(c3ccccc3)CC2)cc1	2.0	1.6	-6.2	98.0	-1.9	11.4	1.4	16.5	21.5*
COc1cccc(CNC2CCCC2)c1	5.0	3.2	4.6	111.0	-1.2	-1.7	3.7	28.9	-0.9
O=C(Cn1ccc([N+](=O)[O-])n1)N1CCCCC1	-15.0	-5.4	-2.4	85.0	0.5	2.4	-15.3	9.7	-1.2
Cc1cc2nc(CCN(C(=S)NCC(C)C)C3CCCC3)[nH]c2cc1C	-2.0	-7.6	0.7	106.0	-0.7	4.7	-1.6	2.1	-1.1

Sorted by value in NALP1 yeast inh (low to high): some entries from above
SMILES	NALP1 yeast inh
CCN(C(=O)Cn1c([N+](=O)[O-])cnc1C)c1ccccc1	0.8
Cc1nc(SCc2cccc(C(=O)O)c2)nc2c1CCCC2	9.1
O=C(NC1CCCCC1)N1CCC(c2nc3ccccc3[nH]2)CC1	11.6

Next section
SMILES	MEKK2mut PB1 HTS	NS3 helicase inh	FID counter	MEKK2wt PB1 HTS	VIM-2 inh	UBC9 SUMO inh	M18AAP inhibitor	NALP1 yeast inh	IMP-1 inhibitor
CC(=O)NC1(C(F)(F)F)NC(=O)N(C2CCCCC2)C1=O (stereo not drawn)	3.0	3.9	-2.2	101.0	-1.1	16.0	-0.2	1.5	-2.0
CC(NC(=O)CN1C(=O)c2ccccc2C1=O)c1ccccc1 (stereo not drawn)	9.0	18.1	-3.5	98.0	-3.5	16.2	-0.3	7.8	-3.0
O=c1c(Cl)c(NCc2ccco2)cnn1C12CC3CC(CC(C3)C1)C2	-9.0	-9.3	-28.9	90.0	-1.7	23.0	1.5	16.2	-1.0
Cn1c(/C(C#N)=C/c2ccc(-c3ccc(S(N)(=O)=O)cc3)o2)nc2ccccc21	-2.0	-0.1	-5.0	95.0	-3.1	6.1	2.3	50.9	-2.8
CCn1cc(C(=O)O)c(=O)c2cc(F)c(N3CCN(S(=O)(=O)c4ccc(NC(=O)OC)cc4)CC3)cc21	1.0	3.4	1.5	100.0	-1.6	14.9	-3.3	44.6	-2.5
CCCn1c(=S)[nH]c2cc(C(=O)N3CCN(C(=O)OCC)CC3)ccc2c1=O	1.0	5.7	-39.5	100.0	-4.6	6.4	4.8	-9.9	-3.5
CCC1CCCCN1C(=O)c1ccc(OC)c(OC2CCN(C(C)=O)CC2)c1 (stereo not drawn)	1.0	7.5	-26.9	102.0	1.3	11.3	-2.2	-14.5	0.0
CCc1cc2c(cc3c(=O)n(CC(=O)N4CCN(C)CC4)ncn32)s1	1.0	-0.3	7.2	106.0	4.0	1.8	0.3	26.0	-1.0
Cc1ccc(NC(=O)CSCC(N)=O)cc1C	1.0	-1.0	-1.9	101.0	-3.1	8.0	-1.3	12.6	-3.1
Cc1ccc(NC(=S)NC(=O)C2CC2)c(C)c1	6.0	-0.2	-7.5	110.0	-0.6	-9.9	0.4	3.4	-1.6
O=C(COc1ccc(Cl)cc1)Nc1ccc2c(c1)CCC2	-1.0	3.7	-11.7	100.0	-1.6	-26.8	1.1	46.9	-2.1
CSc1sccc1/C=C(/C#N)C(=O)c1ccco1	5.0	37.8*	-19.9	96.0	-1.7	10.0	31.2*	7.7	-0.6
COc1cccc2cc(CC(=O)c3cc(C)ccc3C)c(=O)oc12	4.0	-0.1	-22.4	100.0	-1.7	11.6	2.3	10.8	-3.0
Cc1cc(C)n(CC(O)COc2ccccc2)n1 (stereo not drawn)	2.0	8.6	-2.7	104.0	-3.1	0.2	-9.4	-7.1	-5.2
O=C(CNC(=O)c1ccc(Br)o1)NNC(=O)c1ccccc1F	2.0	2.2	-4.9	103.0	-2.9	9.0	1.8	-2.7	2.6
CCCc1cc(=O)oc2cc(C)cc(O)c12	1.0	-2.1	-1.4	98.0	-0.7	6.1	12.6	17.8	-4.2
Cc1cc(/C=N/NC(=O)Cn2c3ccccc3c(=O)c3ccccc32)c(C)n1-c1ccc(Cl)cc1	-2.0	24.3	-19.1	95.0	3.3	9.2	-4.2	20.1	-1.3
CN(CCO)c1cc(N2CCCCC2)c2nonc2c1[N+](=O)[O-]	-1.0	-1.4	-10.5	106.0	-1.8	8.4	2.6	-0.8	-4.2

Screens as filed in PubChem.

Hits appear at their usual frequency. Share with any hit: about 4.7%.
